MITF inh = inhibitors of human MITF | O75030 | AlphaScreen MITF homodimerization, bead proximity signal | inhibition, % at 2.6 µM | AID 1259374 | 650,000 tested, 0.91% active; in the data active means inhibition above about 50%;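 further: 0% = vehicle wells with protein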
Target sequence (O75030 whole entry, looked up): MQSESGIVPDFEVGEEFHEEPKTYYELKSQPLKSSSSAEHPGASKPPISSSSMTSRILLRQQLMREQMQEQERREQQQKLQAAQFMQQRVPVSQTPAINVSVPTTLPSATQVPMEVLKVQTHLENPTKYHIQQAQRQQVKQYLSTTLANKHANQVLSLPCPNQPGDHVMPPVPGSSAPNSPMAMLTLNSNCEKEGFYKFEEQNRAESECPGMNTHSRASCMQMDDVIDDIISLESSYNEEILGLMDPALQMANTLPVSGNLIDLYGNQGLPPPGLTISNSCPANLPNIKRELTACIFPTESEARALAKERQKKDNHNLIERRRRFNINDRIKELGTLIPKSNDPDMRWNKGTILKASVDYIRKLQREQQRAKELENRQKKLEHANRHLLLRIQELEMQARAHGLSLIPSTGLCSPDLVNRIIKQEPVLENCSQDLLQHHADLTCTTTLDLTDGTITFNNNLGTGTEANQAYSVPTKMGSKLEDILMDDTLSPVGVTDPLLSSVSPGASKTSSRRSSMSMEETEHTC
FBW7 act = activators of human E3 ligase FBW7; normalized activity (activation), % at 26.1 µM; AID 1259310; 650,000 tested, 0.13% active; AlphaScreen FBW7–phospho-cyclin E peptide binding, activator screen; in the data active means normalized activity above about 1.9%;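 further: purified mutant Fbw7 with reduced substrate affinity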
GPR151 ag = activators of human GPR151 | PathHunter beta-arrestin GPR151 cells, luminescence | activation, % at 11.2 µM | 650,000 tested, 1% active | AID 1508602; in the data active means activation above about 4.9%;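 further: 0% = median of compound wells and 100% = cells with positive control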
Target sequence (Q8TDV0 whole entry, looked up): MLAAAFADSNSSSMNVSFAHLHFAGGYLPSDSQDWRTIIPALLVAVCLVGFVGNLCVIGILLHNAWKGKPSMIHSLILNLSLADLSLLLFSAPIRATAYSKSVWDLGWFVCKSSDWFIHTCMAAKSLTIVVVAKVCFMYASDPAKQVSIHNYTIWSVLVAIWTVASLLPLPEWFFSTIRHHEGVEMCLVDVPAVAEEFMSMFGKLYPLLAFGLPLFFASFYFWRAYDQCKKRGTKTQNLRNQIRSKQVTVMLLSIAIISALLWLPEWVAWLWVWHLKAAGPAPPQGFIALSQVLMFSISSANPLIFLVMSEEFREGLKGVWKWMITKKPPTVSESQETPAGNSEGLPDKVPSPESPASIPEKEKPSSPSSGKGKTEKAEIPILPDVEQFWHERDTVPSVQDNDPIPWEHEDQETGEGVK
TEAD-YAP block = TEAD-YAP interaction inhibition; 640,000 tested, 1.4% active; AID 1259422; inhibition, % at 9.12 µM; HEK-TIYL cells, TEAD-Gal4/YAP UAS-luciferase luminescence; in the data active means inhibition above about 32%;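 further: 0% = median of test compound wells and 100% = reference inhibitor wells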
* marks the source's active call; other numbers are inactive results; . = not tested or not shown; & = joins results of further samples.

item | mol | MITF inh | FBW7 act | GPR151 ag | TEAD-YAP block
1 | Cc1cc(OCC(=O)NNC(=O)Cc2cccs2)cc(C)c1Cl | 2.7 | 0.1 | -0.3 | -11.3
2 | CCC(=O)c1ccc(OCCOCCN2CCN(C)CC2)cc1 | 9.8 | 0.2 | -1.2 | 0.1
3 | CCc1cccc(NC(=S)N(CCOC)C2CCN(C(C)=O)CC2)c1 | 5.5 | 0.0 | -0.7 | -1.9
4 | CN(C)/N=C/c1ccc(-c2ccc([N+](=O)[O-])cc2)o1 | 17.0 | -0.1 | -0.1 | -33.9
5 | O=S(=O)(c1ccc2ccccc2c1)N1CCN(c2cc(N3CCOCC3)ncn2)CC1 | 1.5 | 0.1 | 0.7 | -5.0
6 | O=C(CCN1CCN(Cc2ccccc2)CC1)NNC(=O)Cc1ccccc1Cl | -6.3 | 0.1 | 1.0 | 7.4
7 | Nc1nc(SCc2ccc([N+](=O)[O-])cc2)[nH]c(=O)c1NC(=O)c1ccco1 | -1.3 | -0.2 | 0.3 | 7.7
8 | COc1ccc(CNc2c(-c3ccc(Cl)cc3)c(=O)c2=O)cc1 | 13.7 | 0.6 | 0.8 | 11.0
9 | Cc1csc(SCC(=O)NN2C(=O)NC3(CCCCC3)C2=O)n1 | 0.9 | 0.0 | 0.5 | 5.2
10 | COc1ccc(OCc2nnc(SCC(N)=O)n2-c2ccccc2OC)cc1 | 0.9 | -0.1 | 0.7 | -4.0
11 | Cc1cccc(CNC(=O)C2CC23CCN(C(=O)c2ccc(C)s2)CC3)n1 (stereo not drawn) | -1.1 | -0.1 | 1.8 | 0.6
12 | CCOCCCNCc1ccc(OCc2ccc(F)cc2)c(OC)c1 | 4.8 | 0.1 | 0.7 | -14.6

Overlap with the part before: 3 entries, followed by the next part.
item | mol | MITF inh | FBW7 act | GPR151 ag | TEAD-YAP block
10 | COc1ccc(OCc2nnc(SCC(N)=O)n2-c2ccccc2OC)cc1 | 0.9 | -0.1 | 0.7 | -4.0
11 | Cc1cccc(CNC(=O)C2CC23CCN(C(=O)c2ccc(C)s2)CC3)n1 (stereo not drawn) | -1.1 | -0.1 | 1.8 | 0.6
12 | CCOCCCNCc1ccc(OCc2ccc(F)cc2)c(OC)c1 | 4.8 | 0.1 | 0.7 | -14.6
13 | O=C(CCc1nc2cccnc2n1Cc1cccs1)Nc1cccc(Br)c1 | -3.8 | -0.2 | 0.6 | -7.3
14 | O=C(Nc1ccc2c(c1)OCO2)c1cnc(NC2CCN(Cc3ccccc3)CC2)s1 | 12.1 | -0.3 | -0.2 | -43.3
15 | Cc1cc2c(cc1S(=O)(=O)N1CCN(C3CCCCC3)CC1)OCC(=O)N2 | 2.3 | -0.2 | 4.1 | -4.8
16 | O=C(Cn1cnc([N+](=O)[O-])c1)Nc1cc(Oc2cccnc2)cc([N+](=O)[O-])c1 | 1.8 | 0.2 | -0.4 | -3.0
17 | COc1cc(C2C(=O)N(C3CCC(C)CC3)CC(=O)N2C2CCCCCCC2)ccc1OC(C)C (stereo not drawn) | 9.9 | 0.1 | -0.9 | -5.5
18 | C=CCN1C(=O)C(O)(CC(=O)c2ccc(CC)cc2)c2cc(Br)ccc21 (stereo not drawn) | -9.4 | -0.1 | -1.0 | -0.7
19 | CCNC(=S)Nc1ccc(NC(=S)NCC)cc1 | -13.3 | 0.0 | 0.4 | 2.3
20 | COc1ccc(C2C3=C(CCCC3=O)OC3=C2C(=O)CCC3)cc1OC | 9.3 | 0.2 | 0.2 | 3.8
21 | CC(CNS(=O)(=O)c1cccc([N+](=O)[O-])c1)OC(=O)Nc1cccc(Cl)c1 (stereo not drawn) | 11.8 | -0.1 | 1.1 | 14.3
22 | COc1cccc(C2CC(c3ccccc3Cl)n3nc(N)nc3N2)c1 (stereo not drawn) | 1.9 | -0.1 | 0.5 | -5.4
23 | O=C(Nc1c(-c2ccccc2)nc2ccc(Cl)cn12)c1cccs1 | 3.9 | -0.1 | -0.1 | -3.1
24 | COc1ccc(CNC(=O)CC[C@H]2CN(Cc3cccnc3)CC[C@H]2N2CCCC2)cc1 | -1.7 | 0.1 | 0.8 | 8.0
25 | CCN(CC)S(=O)(=O)c1ccc(Cl)c(C(=O)Nc2ccccc2[N+](=O)[O-])c1 | 0.3 | -0.2 | 0.6 | 8.8
26 | CO/N=C(\C(=O)N[C@@H]1C(=O)N2C(C(=O)O)=C(C[N+]3(C)CCCC3)CS[C@H]12)c1csc(N)n1 | -31.5 | 0.0 | 0.0 | .
27 | C=CCNC(=O)CCN1Cc2cc(C)ccc2OC(C)C1 (stereo not drawn) | 11.9 | 0.0 | -1.2 | 3.4
28 | COc1cccc(C2C(C(=O)OCc3ccccc3)=C(C)NC3=C2C(=O)CCC3)c1 (stereo not drawn) | 6.3 | 0.3 | -0.6 | 8.6
29 | COc1cc(-c2nnc(SCC(=O)c3ccc(C)cc3)o2)cc(OC)c1OC | -1.5 | 0.1 | 0.2 | 0.7
30 | CC(NC(=O)/C(=C/c1ccc([N+](=O)[O-])cc1)NC(=O)c1ccccc1Br)C(=O)O (stereo not drawn) | 12.0 | 0.1 | -0.1 | -13.2
31 | COCCCNC(=O)C1CCCN(S(=O)(=O)c2ccc3c(c2)oc(=O)n3C)C1 (stereo not drawn) | 3.7 | 0.0 | 0.3 | -5.5
32 | CCN1C(=O)N(c2ccc(OC)cc2)S(=O)(=O)c2ccccc21 | -10.0 | 0.0 | 2.4 | -2.8
33 | C=C(c1ccccc1)c1ccc(OC)cc1 | -0.4 | 0.0 | -0.1 | 5.5
34 | COc1cc(OC)cc(C(=O)Nc2c3c(nn2-c2ccc(Cl)cc2)CSC3)c1 | 3.2 | 0.0 | 0.5 | -0.9
35 | COc1ccc(C(=O)NCC(c2cccnc2)N2CCOCC2)cc1 (stereo not drawn) | -0.9 | -0.2 | 1.3 | 7.9
36 | CCOc1ccccc1OC(c1ccccc1)C1CNCCO1 (stereo not drawn) | -5.0&11.8 | 0.1&0.1 | -1.5&-0.1 | .
37 | O=C1CSC(c2ccc(Cl)cc2)N1c1cnccn1 (stereo not drawn) | 0.9 | 0.5 | 0.0 | -9.6
38 | CC(=O)Cn1ncc(N2CCOCC2)c(Cl)c1=O | -2.7 | 0.1 | -0.1 | -1.8
39 | CC1CN(C(=O)c2sc3cccc(F)c3c2Cl)CC(C)O1 (stereo not drawn) | 1.6 | 0.1 | 1.0 | 7.5
40 | COc1ccc(OC)c(C(=O)c2coc3ccc(OCC(=O)O)cc23)c1 | -8.7 | -0.1 | 0.0 | -7.6
41 | O=c1[nH]c2cc([N+](=O)[O-])c(S(=O)(=O)O)cc2[nH]1 | 17.8 | 0.5 | -1.8 | -0.8
42 | COc1ccc(N2C(=O)CC(NCC3CCCO3)C2=O)cc1 (stereo not drawn) | 11.7 | 0.4 | -0.1 | 0.7
43 | N=C1C(c2nc3ccccc3s2)=C(O)C(c2ccccc2)N1CCCO (stereo not drawn) | 12.3 | 0.1 | -2.1 | -18.6
44 | Cc1nn(CC(=O)OC(C(=O)c2c[nH]c3ccccc23)c2ccccc2)c(C)c1[N+](=O)[O-] (stereo not drawn) | -0.2 | 0.0 | 0.6 | 6.1
45 | O=C1NCCCCC1N=Cc1c(O)[nH]c2ccccc12 (stereo not drawn) | -1.6 | -0.1 | -0.9 | 4.5
46 | O=C1c2cccc(N3CCN(Cc4ccc(O)cc4)CC3)c2C(=O)N1CC1CCCO1 (stereo not drawn) | 4.8 | -0.1 | 1.1 | 3.5
47 | O=C1CCC(CCNCc2ccc(F)cc2)N1CCCc1ccccc1 (stereo not drawn) | 5.6 | 0.0 | 0.1 | -4.6
48 | CC(=O)N(CCN(C(C)=O)c1ccccc1C)c1ccccc1C | 13.4 | 0.1 | -0.1 | 5.9
49 | COc1cc(C2NC(C(=O)O)CS2)cc(Br)c1OCc1ccccc1C (stereo not drawn) | 1.5 | -0.1 | 0.1 | -21.2
50 | O=C1C2C3C=CC(C3)C2C(=O)N1c1ccc([N+](=O)[O-])cc1O (stereo not drawn) | 3.9 | 0.2 | 0.7 | 12.8
51 | CCN1CCN(C(c2cccc(OC)c2)c2sc3ncnn3c2O)CC1 (stereo not drawn) | 17.4 | 0.1 | 1.8 | 2.8
52 | CC1=CC2=NC(=O)/C(=C\c3ccc(N(C)C)cc3)C(=N)N2O1 | -3.0 | -0.2 | -1.1 | 0.4
53 | Cc1ccc(Nc2nnc(Cc3ccc(F)cc3)c(=O)[nH]2)c(C)c1 | 15.2 | 0.1 | -0.8 | -0.4
54 | Cc1sc2ncn(CC(=O)Nc3cccc(C(F)(F)F)c3)c(=O)c2c1S(=O)(=O)N1CCOCC1 | 16.5 | 0.1 | 0.1 | 6.4
55 | C=C(Cc1cc(C(=O)NCCOC)ccc1O)C(=O)Nc1ccc(-c2cn[nH]c2)cc1SCCN1CCCC1 | 25.0 | 0.3 | -1.5 | 16.9
56 | C=C(Br)Cn1c(C(F)(F)F)nc2ccccc21 | -2.3 | 0.1 | -1.7 | 6.2
57 | COc1ccc2c(=O)cc(C(F)(F)C(F)F)oc2c1 | -6.1 | -0.1 | -2.1 | -10.5
58 | Cc1cc(=O)n(CCO)c(=O)[nH]1 | -4.3 | -0.2 | -1.7 | -5.7
59 | CC1CN(C(=O)CCC(=O)NC2CCCC(C)C2C)c2ccccc2O1 (stereo not drawn) | 3.4 | 0.0 | -0.4 | -3.2
60 | Cc1ccc(-n2nc(C)c3c(C)c(CCC(=O)NCCN4CCN(C)CC4)c(C)nc32)cc1 | 6.7 | -0.1 | 0.0 | 0.6
61 | CC1CC(C)CN(c2nc3c(c(=O)n(C)c(=O)n3C)n2Cc2ccc(Cl)cc2Cl)C1 (stereo not drawn) | -4.8 | 0.2 | 0.5 | 1.3
62 | CC(C(=O)NCC1Cc2cc(-c3cnccn3)ccc2O1)N1CCOCC1 (stereo not drawn) | 12.3 | -0.3 | -0.7 | -7.6
63 | CCCCN(C)C(=O)c1nc(-c2cccnc2)no1 | -2.2 | -0.1 | -2.4 | -2.7
64 | CCn1cc([C@@H]2C[C@H]3CN(Cc4cccc(Cl)c4)C(=O)[C@]34CCCN24)cn1 | -0.3 | 0.0 | 0.7 | 8.3
65 | COc1ccc2oc(-c3cccc(NC(=O)c4ccc([N+](=O)[O-])o4)c3)nc2c1 | 15.1 | 0.9 | 0.8 | 13.5
66 | CC(=O)c1ccc(N2CCN(Cc3nc(N(C)C)c4ccccc4n3)CC2)cc1 | -6.4 | 0.1 | 1.7 | -8.8
67 | CC(C)C(=O)OCC(=O)Nc1ccc(C#N)cc1 | -10.0 | 0.1 | 0.1 | 2.2
68 | CC(C)N(CCNc1nc(N2CCOCC2)nc2c1ncn2C(C)C)C(C)C | -3.7 | 0.0 | -0.9 | 0.2
69 | Cc1ccc(C2=NC3(CCN(C(C)C)CC3)NC(c3cc(Br)ccc3O)C2)cc1 (stereo not drawn) | 14.7 | 0.2 | -1.5 | 3.5
70 | CC(C)C(=O)N1CCN(c2ccc(NC(=O)c3ccccc3Cl)cc2)CC1 | -5.0 | 0.1 | -0.1 | 9.0
71 | Cc1ccc(NC(=O)CSc2nnc3sc4ccccc4n23)cc1 | 2.7 | 0.0 | -0.6 | 2.1
72 | Cc1nc(N2CCN(CCO)CC2)c2c(-c3cccs3)csc2n1 | 34.6 | -0.1 | -0.8 | 5.3

Further entries:
item | mol | MITF inh | FBW7 act | GPR151 ag | TEAD-YAP block
73 | Cc1nn(Cc2ccccc2)c(C)c1NC(=O)[C@H]1C[C@@H](c2ccco2)NS(=O)(=O)N1C | 16.6 | 1.1 | -0.1 | 9.2
74 | CC(=O)Nc1cccc(C(=O)N(C)c2ccccc2)c1 | 6.7 | -0.1 | 0.7 | -6.6
75 | O=C(c1ccc(F)cc1)C1CCN(C(=S)NCCCN2CCOCC2)CC1 | -1.5 | 0.1 | 1.7 | -0.8
76 | Cc1cc(=O)nc2c3ccccc3n(C(C)C(=O)NCC3CCCO3)n12 (stereo not drawn) | 14.7 | -0.2 | 0.5 | 5.9
77 | Cc1ccc2[nH]c(Sc3nc4c(c(=O)n(C)c(=O)n4C)n3C)nc2c1C | 9.3 | 0.0 | -1.4 | 2.9
78 | CN(C)c1cccc(C(=O)OCC(=O)c2cc3ccccc3o2)c1 | 7.8 | 0.2 | 5.2* | 18.3
79 | CC(C)(C)C(=O)COC(=O)CCc1c[nH]c2ccccc12 | 12.7 | -0.1 | -0.2 | 9.1
80 | N#Cc1cc2ccc1CCc1ccc(c(C#N)c1)CC2 | -15.3 | -0.1 | 1.5 | 1.4
81 | NC(=O)COC(=O)c1ccc(C(=O)C(=O)c2ccccc2)cc1 | -16.4 | 0.1 | -7.8 | 0.9
82 | COc1cccc(C2(c3cccc(OC)c3)CC2C(=O)NCc2ccccc2)c1 (stereo not drawn) | 10.8 | 0.1 | -0.5 | -0.5
83 | O=C(Nc1cccc(NC(=O)c2ccccc2Cl)c1)c1ccc(Cl)c([N+](=O)[O-])c1 | 10.5 | 0.1 | 2.6 | 19.8
84 | O=C(NN1C(=O)C2C3c4ccccc4C(c4ccccc43)C2C1=O)c1cccc(Cl)c1 (stereo not drawn) | -10.1 | 0.1 | 1.0 | -1.1
85 | COc1ccc2oc(=O)c(C(=O)Nc3cc(C)ccn3)cc2c1 | -5.0 | -0.1 | 1.4 | 33.9*
86 | COc1ccc(C)cc1NS(=O)(=O)c1cc2c3c(c1)CC(=O)N3CCC2 | -4.8 | -0.1 | -1.7 | 0.9
87 | CC(C)(C(=O)N1CCC2(CC1)NC(=O)c1ccccc1O2)c1ccc(Cl)cc1 | 9.1 | 0.0 | 0.7 | -11.8
88 | NC(=O)Nc1ccc(C(=O)OCC(=O)Nc2ccc(F)cc2[N+](=O)[O-])cc1 | -11.3 | -0.1 | 1.5 | -4.8

Bioassay records from PubChem.
